# Bioassay records from PubChem.
# Bcl-B displacement – displacers of TR3 peptide from Bcl-B, primary screen, selectivity assay for Bfl-1 inhibitor project, biochemical, fluorescence polarization; FP displacement of FITC-TR3 peptide from Bcl-B; higher % means a stronger effect; displacement, % at 20 µM, or IC50 in µM where a hit was titrated; actives 0.11% (n = 96,000);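 active means displacement above 50% at 20 µM plus a fluorescence interference ratio under 1.5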;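 further: plate controls were wells without compound for no effect and wells lacking Bcl-B protein for full effect; a part of the inactive calls stands beside numbers as strong as those of hits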
# IL1B NFkB pot – enhancers of NFkB p65 translocation in HUVEC – imaging, IL-1B stimulus, high-content imaging, primary screen | HUVEC IL-1B NFkB p65 nuclear translocation imaging | activation, % at 2 µM | actives 0.3% (n = 94,000) | AID 819, 2007;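 active means activation above 40%, about the mean plus 3 SD, also judged a hit on visual image review; inconclusive means activation above 40% but not a hit on visual review; inactive means activation not above 40% and no visual hit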;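 further: percent activation is computed from the nuclear over cytoplasmic p65 intensity ratio; values of inactives mirror those of a sister screen read the other way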
# MRP resist rev – reversal of MRP1-mediated doxorubicin resistance, primary screen, H69AR cells, doxorubicin co-treatment | H69AR cells + 2 uM doxorubicin, CellTiter-Glo, 72 h | differential viability (reversal), % at 10 µM | actives 0.04% (n = 85,000) | AID 602, 2007;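 active means viability drop by adding the cancer drug above about 55%, with treated viability meeting a 40% cutoff, limit read from the data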;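 further: viability without doxorubicin minus viability with 2 µM doxorubicin for each compound; larger differential means the compound sensitizes cells more to doxorubicin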
# PLAP inhibition – PLAP enzyme inhibitors, biochemical, luminescence, HTS (AID 690). purified PLAP, luminescent substrate; higher % means a stronger effect. one-dose inhibition, % at 20 µM; IC50 in µM for titrated hits. actives 0.08% (n = 96,000); in the data active means a potency from the dose series; inactive means the rest, 99 in 100 with inhibition below about 30%; further: strong numbers were not always called active
# NFkB transloc inh – inhibitors of IL-1B driven NFkB p65 nuclear import, primary screen, imaging, HUVEC, IL-1B stimulus, high-content imaging; AID 796, 2007; actives 0.43% (n = 94,000); HUVEC IL-1B NFkB p65 nuclear translocation imaging; inhibition, % at 2 µM;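 active means inhibition above about 30% together with a positive call from visual inspection of the well image, limit read from the data; inconclusive means inhibition above a set limit but visual check negative; inactive means inhibition not above a set limit, visual check negative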;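 further: nuclear over cytoplasmic p65 intensity ratio measured by imaging; 0% = IL-1B stimulated DMSO wells and 100% = unstimulated DMSO wells; values of inactives mirror those of a sister screen read the other way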
# MRP resist rev cytotoxicity – recorded beside MRP resist rev, whose call it bears; viability, %; H69AR cells, CellTiter-Glo, 72 h; measured here: cytotoxicity without doxorubicin
# MRP resist rev with doxorubicin – second read-out of MRP resist rev, no call of its own (marks repeat the call); viability, %; measured here: viability with 2 uM doxorubicin; hits give low values
# NFkB transloc inh cell count 2 µM – further read-out of NFkB transloc inh, marked with its call; cell count; measured here: cells passing quality filter;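 raw number of nuclei counted in each imaged well without normalization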
# IL1B NFkB pot cell count 2 µM – further read-out of IL1B NFkB pot, marked with its call; cell count; measured here: cells passing quality filter
# Numbers without * were called inactive; u = inconclusive; x = no result given. An excerpt; rates above refer to the full screens.
SMILES,Bcl-B displacement,IL1B NFkB pot,IL1B NFkB pot cell count 2 µM,MRP resist rev,MRP resist rev cytotoxicity,MRP resist rev with doxorubicin,PLAP inhibition,NFkB transloc inh,NFkB transloc inh cell count 2 µM
N#CC1=C(N)NC(SCC(=O)Nc2ccccc2)=C(C#N)C12CCCC2,5%,8,141,x,x,x,6%,-8,141
Cc1ccc2nc(NCc3ccccc3)[nH]c2c1,2%,u,x,-18,22,40,-197%,-48,132
O=C(CN(Cc1ccccc1Cl)C(=O)c1ccc(CN2CCOCC2)o1)NCc1ccccc1,6%,-6,140,17,95,78,-83%,6,140
Cc1cccc(C(=O)N2c3ccccc3C(=O)OC2c2ccc3c(c2)OCO3)c1 (configuration not stated),-11%,-3,129,x,x,x,0%,3,129
O=C(Nc1cc(Cl)cc(Cl)c1)c1cccc(OC(F)F)c1,4%,-6,171,x,x,x,58%,6,171
COc1ccc2c(C(=O)CN(C)C3CCCCC3)c[nH]c2c1,x,-13,94,-16,47,63,x,13,94
NC(=O)C1(N2CCCCC2)CCN(C(=O)CCCn2c(=O)[nH]c3ccsc3c2=O)CC1,0%,-8,146,-32,75,107,-35%,8,146
O=S(=O)(Nc1ccc(-c2nc3cccnc3s2)cc1)c1ccc(Cl)s1,6%,16,155,-15,67,83,-52%,-16,155
Cc1nc(CC(=O)c2ccc(O)cc2O)cs1,14%,5,179,19,100,81,0%,-5,179
COCCn1nnnc1C(C(C)C)N1CCN(C(=O)c2ccco2)CC1 (configuration not stated),-6%,-29,20,10,95,84,17%,29,20
COc1ccc2cnn(CCOc3ccccc3)c(=O)c2c1OC,-2%,10,197,12,100,88,13%,-10,197
Cn1c(=O)n(CCC(=O)O)c2ccccc21,-7%,1,126,x,x,x,-2%,-1,126
O=C(NNC(=O)C1CC1)c1ccc(-c2ccccc2)cc1,3%,-9,164,x,x,x,-82%,9,164
O=C1NC(=O)C(CC(=O)N(Cc2ccco2)C2(C(=O)NC3CCCCC3)CCCCC2)N1 (configuration not stated),-2%,x,x,15,97,82,-38%,x,x
CCOC(=O)c1cnc2cc(C)nn2c1C,3%,11,168,1,104,104,-9%,-11,168
CCN1CCN(P2(=O)C=C(c3ccccc3)OC(c3ccccc3)=C2)CC1,-9%,5,92,17,83,66,-67%,-5,92
CCOc1ccccc1C1CC(=O)Nc2cc3c(cc21)OCO3 (configuration not stated),9%,-14,80,x,x,x,10%,14,80
CSc1ccc(S(=O)(=O)N2CCCC2)cc1,x,16,145,4,97,94,x,-16,145
Cc1cc(C)nc(N2CCC(C(=O)NC3CCCCCC3)CC2)n1,x,-5,162,2,98,96,x,5,162
CCCCCC(O)(CCCCC)C(=O)NNc1ccccc1,10%,-11,134,-6,66,72,8%,11,134
COc1cccc(C(C(=O)NC(C)(C)C)N(C(=O)CCC(=O)Nc2cc(C)on2)C(C)(C)C)c1OC (configuration not stated),x,-4,119,-15,60,75,x,4,119
Cc1cc(=O)oc2cc(OCC(=O)OCc3nnc(-c4ccccc4)o3)ccc12,-1%,0,183,x,x,x,-17%,0,183
O=C(CSc1ncn[nH]1)c1ccccc1,-6%,5,97,-15,86,102,-117%,-5,97
Cn1nc(C(=O)Nc2c(-c3ccccc3)nc3sccn23)c2ccccc2c1=O,-7%,20,205,-1,26,27,-10%,-20,205

# Continued, overlapping the part above by seven compounds.
SMILES,Bcl-B displacement,IL1B NFkB pot,IL1B NFkB pot cell count 2 µM,MRP resist rev,MRP resist rev cytotoxicity,MRP resist rev with doxorubicin,PLAP inhibition,NFkB transloc inh,NFkB transloc inh cell count 2 µM
CSc1ccc(S(=O)(=O)N2CCCC2)cc1,x,16,145,4,97,94,x,-16,145
Cc1cc(C)nc(N2CCC(C(=O)NC3CCCCCC3)CC2)n1,x,-5,162,2,98,96,x,5,162
CCCCCC(O)(CCCCC)C(=O)NNc1ccccc1,10%,-11,134,-6,66,72,8%,11,134
COc1cccc(C(C(=O)NC(C)(C)C)N(C(=O)CCC(=O)Nc2cc(C)on2)C(C)(C)C)c1OC (configuration not stated),x,-4,119,-15,60,75,x,4,119
Cc1cc(=O)oc2cc(OCC(=O)OCc3nnc(-c4ccccc4)o3)ccc12,-1%,0,183,x,x,x,-17%,0,183
O=C(CSc1ncn[nH]1)c1ccccc1,-6%,5,97,-15,86,102,-117%,-5,97
Cn1nc(C(=O)Nc2c(-c3ccccc3)nc3sccn23)c2ccccc2c1=O,-7%,20,205,-1,26,27,-10%,-20,205
COc1cccc(Nc2nc3ccccc3nc2-n2nc(C)cc2C)c1,2%,5,46,-2,95,96,7%,-5,46
C=CCn1c(SCC(=O)Nc2cccc(OC)c2)nnc1-c1cccnc1,-3%,10,71,14,86,72,-42%,-10,71
CCOC(=O)C1=C(CSc2nc3c(cc2C#N)CN(C)CC3)OC(N)=C(C#N)C1c1ccccc1 (configuration not stated),-72%,-5,95,18,78,60,-39%,5,95
CNC(=O)c1cc2cc(OC)ccc2oc1=O,5%,-5,70,1,98,97,19%,5,70
CC(=O)Nc1ccc(OC(=O)CC2SC(=O)NC2=O)cc1 (configuration not stated),x,9,204,-3,95,98,-13%,-9,204
CCOC(=O)C(CC)Sc1nnc(COc2ccc(C)cc2)n1-c1ccccc1 (configuration not stated),x,6,71,-33,71,104,x,-6,71
O=C(NNS(=O)(=O)c1ccc(F)cc1F)C1Cc2c(ccc3ccccc23)O1 (configuration not stated),8%,0,148,x,x,x,-6%,0,148
O=C(O)c1ccccc1C(=O)Nc1nccs1,-2%,4,155,x,x,x,2%,-4,155
Cc1cc(NC(=O)CCC(=O)N(CC2CCCO2)C(C(=O)NC2CCCC2)c2ccccc2C)no1 (configuration not stated),x,-1,145,11,97,86,x,1,145
CCC(C)N1CC23C=CC(O2)C(C(=O)OC)C3C1=O (configuration not stated),-4%,x,x,3,98,96,4%,x,x
CCOc1ccccc1CNC(=O)CCNC(=O)Cn1ccc2ccccc2c1=O,0%,10,152,-21,80,102,-9%,-10,152
COc1ccc(NC(=O)CSc2nnc(COc3ccccc3)n2Cc2ccco2)cc1OC,5%,6,112,-9,86,95,-21%,-6,112
Cc1ccc(-c2ccc(CCC(=O)O)n2-c2cccc(O)c2)cc1,-35%,1,195,1,99,98,-62%,-1,195
O=C(CSc1nnc(-c2ccc(OC(F)F)cc2)o1)NC(=O)NCc1ccco1,-10%,-2,84,-4,86,90,2%,2,84
Cc1ccc(CN2C(=O)c3ccccc3C2C(=O)NCC2CCCO2)cc1 (configuration not stated),7%,x,x,24,94,70,5%,x,x
CCn1cc(S(=O)(=O)CC(=O)Nc2ccc3c(c2)OCCO3)c2ccccc21,4%,2,128,-10,98,108,2%,-2,128
CCOC(=O)CNC(=O)C(CC(C)C)NC(=O)C1CCCCC1 (configuration not stated),-6%,11,208,9,95,85,-30%,-11,208
O=C(Cc1cccc2ccccc12)OCn1nnc2ccccc2c1=O,-2%,1,37,-13,97,110,3%,-1,37
CCOc1ccc(-n2c(=O)c3c4c(sc3n(CC(=O)NCc3ccco3)c2=O)CCC4)cc1,1%,-25,141,-9,82,91,-18%,25,141
CC(C)(C)C(=O)Nc1ccccc1N1CCN(C(=O)c2ccc(Cl)cc2)CC1,15%,-2,153,5,92,87,-40%,2,153
Cc1ccc(CNC(=O)Nc2ccccc2)cc1,14%,20,196,0,98,98,17%,-20,196
COc1ccc(Br)cc1C(=O)Nc1cccc(C)c1,-3%,22,157,3,76,73,28%,-22,157
COc1ccc(-c2nnc(SC3CCOC3=O)n2C2CCCCC2)cc1OC (configuration not stated),-2%,-17,153,-27,60,87,-40%,17,153
CN(C)S(=O)(=O)c1ccc2nc(NC(=O)c3cccs3)sc2c1,-4%,14,152,-25,29,54,-13%,-14,152
CC(=O)N1CN(Cc2ccccn2)Cc2c1sc1c2CCCC1,-2%,-19,105,1,76,76,-52%,19,105
CCCCn1c(SCC(=O)Nc2ccc(OC)cc2)nc2ccc(N3CCOCC3)cc2c1=O,-4%,9,134,-22,46,68,-37%,-9,134
CCOc1ccc(NC(=O)CCN2CCCCC2)cc1,13%,9,89,-3,97,100,-12%,-9,89
O=C(Nc1cccc2ccccc12)c1cnccn1,-7%,x,x,-16,76,92,14%,x,x
CC12CN3CCN(CC(C3)C1(O)CN1CCCCC1)C2 (configuration not stated),-10%,15,130,-13,89,101,-24%,-15,130
COCCNC(=O)CN(C(=O)CCC(=O)Nc1cc(C)on1)c1cccc(C)c1C,2%,19,158,-6,93,100,-64%,-19,158
COc1cc2nc(NC(=O)c3ccc(Cl)cc3)[nH]c(=O)c2cc1OC,-19%,3,116,1,75,73,-90%,-3,116
CC(C)NC(=O)CC1Nc2c3ccccc3nc(=S)n2C1=O (configuration not stated),-3%,-4,148,x,x,x,6%,4,148
CCOC(=O)c1cnc(SCC(=O)NCc2ccco2)nc1N,4%,13,151,6,91,85,12%,-13,151
O=C(NCCN1CCOCC1)c1cc2ccccc2[nH]1,x,3,136,-3,84,87,x,-3,136
CCNC(=O)NC(=O)CSc1nc2ccccc2n1CC(C)C,-24%,-12,174,0,72,73,-8%,12,174
CCOC(=O)N1CCN(CC(O)COC2CC(C)CC(C)(C)C2)CC1 (configuration not stated),12%,8,194,x,x,x,-43%,-8,194
CCOc1ccc(CCN2C(=O)CCC2(C)C(=O)NC(C)CC)cc1OCC (configuration not stated),3%,5,61,x,x,x,-10%,-6,61
CC(C)CC(=O)N1CCN(c2ccc([N+](=O)[O-])c(NCc3ccccc3)c2)CC1,x,-5,130,x,x,x,x,5,130
CCn1c(SCC(=O)Nc2nc(C)c(C(=O)OC)s2)nnc1C(C)C,5%,-3,116,3,78,75,-34%,3,116
CCCCN(C(=O)NC(=O)Nc1cc(C)ccc1C)S(C)(=O)=O,8%,16,185,9,101,92,8%,-16,185
CCOC(=O)c1c(-c2ccc(C)o2)csc1NC(=O)CSc1nnnn1-c1ccccc1,-153%,2,211,7,73,66,-64%,-2,211
COc1ccc(-c2nc3cc(C)ccn3c2NCC2CCCO2)cc1OC (configuration not stated),x,17,181,-15,65,79,x,-17,181
COc1ccc(NC(=O)C(NC(=O)c2ccccc2)C(C)C)cc1 (configuration not stated),1%,1,66,-15,98,113,-21%,-1,66
CCOC(=O)Cc1csc(NC(=O)c2cccc(N3C(=O)CCC3=O)c2)n1,3%,8,141,-11,96,107,10%,-8,141
C=CCSc1nc2ccccc2c2nc(-c3ccccc3)nn12,7%,-8,145,7,68,61,-17%,8,145
CNc1nc(C)c(C#N)cc1C(C)=O,3%,7,115,2,104,102,17%,-7,115
COc1cc(OC)cc(-n2nnnc2SCC(=O)Nc2ccc(C(C)=O)cc2)c1,-11%,-4,164,x,x,x,14%,4,164
COc1cc2c(cc1OC)-c1cc(NC3CC3)nc(=O)n1CC2,0%,3,109,12,106,94,24%,-3,109
Cc1ccc(C(=O)Cn2ncsc2=N)cc1,1%,-13,170,6,99,93,-3%,14,170
CNCC(O)Cn1c(C(F)(F)F)nc2ccccc21 (configuration not stated),x,15,98,-5,91,96,x,-15,98
Cc1cccc(NC(=O)C2CC(=O)OC23CCCC3)c1 (configuration not stated),x,-10,99,6,102,96,x,10,99
COC(=O)CCCc1nc2ccccc2s1,5%,-14,187,18,107,89,8%,14,187
